# Screens: PubChem BioAssay, Johns Hopkins Ion Channel Center
# CHT inh: inhibits the human high affinity choline transporter; Q9GZV3; CHT-expressing cells, membrane potential dye, choline response; stronger effect = lower value; B-score at 10 µM; 0.86% of 310,000 active;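 active = B-score over 3 SD under the library average, and starting fluorescence ratio not unusually high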;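 also: choline stimulus applied at its EC90 after an EC20 pre-addition; B-score computed on integrated fluorescence ratio after choline addition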
# Target sequence (Q9GZV3 whole entry, looked up): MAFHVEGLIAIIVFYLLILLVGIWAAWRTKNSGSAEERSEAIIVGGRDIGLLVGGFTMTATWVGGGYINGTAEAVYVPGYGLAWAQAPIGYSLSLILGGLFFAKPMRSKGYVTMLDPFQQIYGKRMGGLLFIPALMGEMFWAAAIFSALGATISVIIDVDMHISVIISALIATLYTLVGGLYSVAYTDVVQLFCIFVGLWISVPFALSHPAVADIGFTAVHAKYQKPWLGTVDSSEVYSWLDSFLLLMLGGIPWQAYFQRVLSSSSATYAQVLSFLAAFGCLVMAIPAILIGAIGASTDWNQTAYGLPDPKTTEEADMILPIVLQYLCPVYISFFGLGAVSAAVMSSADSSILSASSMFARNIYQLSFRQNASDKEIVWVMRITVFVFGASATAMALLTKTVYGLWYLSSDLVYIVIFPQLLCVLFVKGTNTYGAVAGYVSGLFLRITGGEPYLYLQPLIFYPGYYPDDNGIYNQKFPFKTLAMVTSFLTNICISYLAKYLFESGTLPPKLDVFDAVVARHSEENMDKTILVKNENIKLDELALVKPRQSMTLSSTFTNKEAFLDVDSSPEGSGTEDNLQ
# CHT allo act: allosterically activates the human high affinity choline transporter; Q9GZV3; CHT-expressing cells, membrane potential dye, choline EC20; stronger effect = higher value; LV-AA mutant CHT in HEK293 cells; B-score at 10 µM; 0.49% of 310,000 active;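 active = initial fluorescence not abnormally high and integrated response B-score, plate-corrected, over 3 SD above library mean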
# Calls only; i = inactive.
SMILES,CHT inh,CHT allo act
CCOC(=O)c1cnc(-c2ccccc2)nc1Oc1ccc(C)cc1,i,i
O=C1CCCc2c1nn(-c1ccccc1)[n+]2[O-],i,i
CC(C)CC(=O)NC(=S)NNC(=O)c1ccc(NC(=O)C2CCCCC2)cc1,i,i
COc1ccccc1NS(=O)(=O)c1cccc(C(=O)NC2CCN(Cc3ccccc3)CC2)c1,i,i
CN(C)c1ncc(S(=O)(=O)c2ccccc2)c(N)n1,i,i
CC(=O)N1CCC(=NNS(=O)(=O)c2ccc(C)c([N+](=O)[O-])c2)CC1,i,i
Fc1ccc(C2NC(=S)NC3=C2N2CCC3CC2)cc1 (centres undefined),i,i
CCNc1nc2c(c(=O)n(Cc3ccccc3)c(=O)n2C)n1Cc1ccccc1,i,i
CC(=O)c1ccc(Nc2ccc(-c3ccccc3F)nn2)cc1,i,i
COc1ccc(CCN=C(N)C(C)c2ccccc2)cc1OC (centres undefined),i,i
CCC(C)c1ccc(C(C)NC(=S)NC2CCCCC2)cc1 (centres undefined),i,i
CCOCCCN(C)C1CCN(C(=O)c2oc3ccccc3c2NC(=O)Cc2ccc([N+](=O)[O-])cc2)CC1,i,i

# Quoted at random: three compounds from above.
SMILES,CHT inh,CHT allo act
CN(C)c1ncc(S(=O)(=O)c2ccccc2)c(N)n1,i,i
CCC(C)c1ccc(C(C)NC(=S)NC2CCCCC2)cc1 (centres undefined),i,i
CC(C)CC(=O)NC(=S)NNC(=O)c1ccc(NC(=O)C2CCCCC2)cc1,i,i

# Going on with the list.
SMILES,CHT inh,CHT allo act
CCOC(=O)N1CCC(NC(=O)CS(=O)(=O)Cc2nc(-c3cccc(Cl)c3)oc2C)CC1,i,i
CN(C(=O)c1cnccn1)c1c(N)n(Cc2ccccc2)c(=O)[nH]c1=O,i,i
CCNc1c(NCC)c(=O)c1=O,i,i
COC(=O)C(C)Sc1snnc1-c1ccccc1 (centres undefined),i,i
Cc1ccc(OCC(=O)n2nc(C)cc2C)c(Br)c1,i,i
CCc1nnc(NC(=O)CCC(=O)Nc2ccc(OC)cc2OC)s1,i,i
Cc1ccc(C(=O)c2ccc(C(F)(F)F)cc2)cc1,i,i
O=C(C1CCN(S(=O)(=O)c2cccnc2)CC1)N1CCN(C2CCCC2)CC1,i,i
Cn1c(=O)n(CC(=O)Nc2cccnc2)c2ccccc21,i,i
c1coc(CNc2nc(N3CCCCC3)nc3ccccc23)c1,i,i
Cc1oc2nc(SCC(=O)N3CCCCC3)nc(N)c2c1C,i,i
Cc1cccc(Cc2nnc(CCC(=O)N(CC3CC3)CC3CCCO3)o2)c1 (centres undefined),i,i
COc1ccccc1Oc1ccc(NC(=O)c2ccccc2C)cc1,i,i
COc1ccc(NC(=O)C(NC(C)=O)C(=O)Nc2ccc(F)cc2)cc1 (centres undefined),i,i
Cc1cc(C#N)c(C)c(SCc2[nH]nc3c2C(c2ccccc2)C(C#N)=C(N)O3)n1 (centres undefined),i,i
COc1cc(CNCCC2CCOC(C)(C)C2)ccc1O (centres undefined),i,i
NS(=O)(=O)c1ccc(CNC(=O)c2sccc2-c2ccccc2)cc1,i,i
c1ccc(CSc2nnc([C@@H]3CCCN3)o2)cc1,i,i
CC(C)OC(=O)c1ccc2nc3ccccc3nc2c1,i,i
CCOC(=O)C1=C(COC(=O)/C=C/c2cccc(Cl)c2)NC(=O)NC1C (centres undefined),i,i
CN(Cc1cccc(F)c1)C(=O)c1ccc2c(=O)n3c(nc2c1)CCC3,i,i
C=CCNC(=O)/C(=C/c1ccco1)NC(=O)c1ccc(Br)o1,i,i
CCOc1ccc(NS(=O)(=O)c2ccc3[nH]cc(C(=O)NCC4CCCO4)c(=O)c3c2)cc1 (centres undefined),i,i
Cc1ccc(-c2nc(C#N)c(N3CCCCC3)o2)cc1,i,i
CCC(c1nnnn1Cc1ccco1)N(CCc1ccccc1)Cc1cc2cc(C)ccc2[nH]c1=O (centres undefined),i,i
Cc1nc(C(=O)Nc2ccc(F)cc2)nn1-c1ccc([N+](=O)[O-])cc1,i,i
C=CCn1c(SCC(=O)Nc2ccc3c(c2)OCCO3)nnc1-c1ccccn1,i,i
CCOC(=O)NNc1ccc2nonc2c1[N+](=O)[O-],i,i
Cc1cc(Cl)ccc1OC(C)C(=O)NCCc1ccc2c(c1)OCCO2 (centres undefined),i,i
O=C(CSc1nc(=O)n2ccccc2n1)NCc1ccccc1Cl,i,i
Nc1c(Sc2ccccc2)c(=O)[nH]c(=O)n1Cc1ccccc1,i,i
CC(C)n1c(SCC(=O)NCc2ccco2)nc2c1c(=O)n(C)c(=O)n2C,i,i
O=C(c1ccc(CS(=O)(=O)Cc2ccccc2)cc1)N1CCCCC1,i,i
Cc1cc(Nc2ccc(Br)cc2)nc2ccccc12,i,i
COc1ccc(CCNS(=O)(=O)c2ccc(Cl)cc2)cc1OC,i,i
CCCNc1nc2c(c(=O)n(C)c(=O)n2C)n1Cc1ccc(F)cc1,i,i
CCNC(=S)Nc1cc(C)ccn1,i,i
Clc1ccc2c(c1)C(C1=NCCN1)c1ccccc1CS2 (centres undefined),i,i
CC1(NC(=O)Cc2ccc(S(=O)(=O)N3CCOCC3)s2)CCS(=O)(=O)C1 (centres undefined),i,i
CNS(=O)(=O)c1cccc(C(=O)OCC(=O)Nc2ccc(OC)cc2[N+](=O)[O-])c1,i,i
CCCCN(C)CCNC(=O)C1CCN(S(=O)(=O)c2cccc3nsnc23)CC1,i,i
CCOc1ccc(NS(=O)(=O)c2ccc3c(c2)n(C)c(=O)n3C)cc1,i,i
CCc1nnc(NC(=O)c2ccc(S(=O)(=O)N3CCCC(C)C3)cc2)s1 (centres undefined),i,i
Nc1nc(SCCO)[nH]c(=O)c1NC(=O)c1ccccc1F,i,i
COc1ccc(OCC(=O)N2CCC3(CC2)CC(=O)c2ccccc2O3)cc1,i,i
Cc1ccc(S(=O)(=O)N2CCCCCC2)cc1C(=O)NCc1ccccn1,i,i
CSc1nc(C)c(C(=O)C[n+]2ccccc2)cc1C#N,i,i
CCN(c1cccc(C)c1)S(=O)(=O)c1ccc2c(c1)NC(=O)CS2,i,i
O=C(Nc1c(F)cccc1F)C1CCN(C(=O)c2cccs2)CC1,i,i
CC1(C)CC(=O)C(C=Nc2ccccc2)=C(O)C1,i,i
COc1cc(NC(=O)COC(=O)c2ccc(S(=O)(=O)N3CC(C)CC(C)C3)cc2)c(C)cc1[N+](=O)[O-] (centres undefined),i,i
O=C(/C=C1\NC2(CCCC2)Cc2ccccc21)N1CCOCC1,i,i
CC(C)(C)NS(=O)(=O)c1ccc(CCC(=O)NCc2cccnc2)cc1,i,i
O=C(NCC1CCCO1)c1cc(-c2ccccc2F)no1 (centres undefined),i,i
O=C(Oc1ccc(F)cc1C(=O)/C=C/c1cccs1)c1cccc([N+](=O)[O-])c1,i,i
CCN(CC)c1ccc(C(=O)OCC(=O)Nc2ccc3[nH]c(=O)[nH]c3c2)cc1,i,i
CN(C)/C=C1\C(=O)N(c2ccc(Cl)cc2)CS1(=O)=O,i,i
COc1ccc(C)cc1N(CC(=O)N/N=C/c1ccccc1C(=O)O)S(=O)(=O)c1ccccc1,i,i
Cc1c(-c2cc[n+]([O-])cc2)oc2ccc(Br)cc2c1=O,i,i
COc1ccc(C=O)cc1Cn1c(C)cc(C)c(C#N)c1=O,i,i

# In the list so far, these contain two or more sulfur atoms.
SMILES,CHT inh,CHT allo act
COC(=O)C(C)Sc1snnc1-c1ccccc1 (centres undefined),i,i
NS(=O)(=O)c1ccc(CNC(=O)c2sccc2-c2ccccc2)cc1,i,i
CC1(NC(=O)Cc2ccc(S(=O)(=O)N3CCOCC3)s2)CCS(=O)(=O)C1 (centres undefined),i,i
CCCCN(C)CCNC(=O)C1CCN(S(=O)(=O)c2cccc3nsnc23)CC1,i,i
CCc1nnc(NC(=O)c2ccc(S(=O)(=O)N3CCCC(C)C3)cc2)s1 (centres undefined),i,i
CCN(c1cccc(C)c1)S(=O)(=O)c1ccc2c(c1)NC(=O)CS2,i,i

# New compounds follow.
SMILES,CHT inh,CHT allo act
CCOC(=O)c1c(-c2cccs2)csc1NC(=O)CN1CCOCC1,i,i
Cc1nc(C)n(C(C)CNC(=O)c2cccc(Br)c2)n1 (centres undefined),i,i
COc1ccc(C)cc1NC(=O)COC(=O)c1ccc(OCc2ccc(Cl)cc2Cl)c(OC)c1,i,i
CCCCn1c(SCC(=O)NCc2ccccc2)nc2ccc(N3CCOCC3)cc2c1=O,i,i
CC(C)CCNC(=O)c1cccnc1Sc1ccccc1,i,i
CC(=O)OCCN1CCN(C(=O)CN2C(=O)NC(c3ccccc3)(c3ccccc3)C2=O)CC1,i,i
CC1CCCCC1NC(=O)c1cc2c(s1)CS(=O)(=O)C2 (centres undefined),i,i
C=CCN(CC=C)S(=O)(=O)c1ccc(C(=O)Nc2nc3c(s2)CCc2ccccc2-3)cc1,i,i
CCOC(=O)c1c(OCCO)noc1N,i,i
CC(C)c1ccc(NC(=O)CN2CCN(c3ccccn3)CC2)cc1,i,i
O=C1c2cccnc2C(=O)N1Cc1ccco1,i,i
COc1ccc(C(=O)c2ccc([N+](=O)[O-])cc2)cc1S(=O)(=O)N1CCC(C(=O)O)CC1,i,i

# In another format: 2 of the compounds above
SMILES	CHT inh	CHT allo act
CC(C)CCNC(=O)c1cccnc1Sc1ccccc1	i	i
CC(=O)OCCN1CCN(C(=O)CN2C(=O)NC(c3ccccc3)(c3ccccc3)C2=O)CC1	i	i

# Other records
SMILES,CHT inh,CHT allo act
CCC(=O)NCCc1nc2cc(NC(=O)c3ccco3)ccc2n1C,i,i
CCCn1c(N2CCN(CC(=O)Nc3ccc4c(c3)OCCO4)CC2)nc2ccccc21,i,i
O=C1OC(c2cccs2)=N/C1=C\c1ccc(-c2cccc(Cl)c2)o1,i,i
COc1ccc(CCNC(=O)CSC2=NS(=O)(=O)c3ccccc3N2)cc1OC,i,i
Cc1ccc(CNc2ccc([N+](=O)[O-])cc2C(N)=O)cc1,i,i
O=C1NC(Nc2ccccn2)(C(F)(F)F)C(=O)N1c1ccc(F)cc1 (centres undefined),i,i
CCn1c(C(C)C)n[nH]c1=S,i,i
NC1=NC(c2cccc(Cl)c2)N(CCc2ccc(F)cc2)C(N)=N1 (centres undefined),i,i
NC(=O)c1cc([N+](=O)[O-])ccc1NCc1ccc(C(=O)O)cc1,i,i
CCCCOC(=O)c1ccc(NC(c2ccc(C)cc2)P(=O)(OC)OC)cc1 (centres undefined),i,i
CC1CCN(c2oc(Cc3cccc4ccccc34)nc2C#N)CC1,i,i
Cc1ccc2nc(SCC(=O)c3ccc(O)cc3O)[nH]c2c1,i,i
CC(=O)c1sc(NC(=O)C(C)(C)C)nc1C,i,i
CC1(C)CC(=O)C2=C(C1)OC(N)=C(C#N)C2C#Cc1ccccc1 (centres undefined),i,i
CCC(C)Nc1nc(N)c([N+](=O)[O-])c(Nc2cc(OC)ccc2OC)n1 (centres undefined),i,i
CCOc1ccc2nc3ccc4[nH]onc4c3c2c1,i,i
CCC(c1nnnn1C(C)(C)C)N1CCN(C(=O)c2ccco2)CC1 (centres undefined),i,i
Cc1cccc2cc(CN(CCN3CCOCC3)C(=O)NCc3ccccc3)c(=O)[nH]c12,i,i
C[C@]12C(=O)N(c3cccc(Cl)c3)C(=O)N1[C@H]1c3ccccc3OC[C@@H]1[C@H]2c1ccccc1,i,i
Nc1nnc(SCC(=O)Nc2ccc(N3CCOCC3)cc2)s1,i,i
O=C(c1cc2ccccc2c(=O)o1)N1CCCC1,i,i
COC(=O)c1cc(Br)ccc1-c1ccc(/C=N/n2nnnc2N)o1,i,i
COc1cc(/C=N/NC(=O)CC(=O)NC2CCCCC2)ccc1O,i,i
Cc1ccccc1C(=O)Nc1ccc(S(=O)(=O)N2CC(C)OC(C)C2)cc1 (centres undefined),i,i
CSc1nnc(-c2sc(-c3ccccc3)nc2C)n1C,i,i
Cc1cccc(OCC(=O)N2CCCc3ccccc32)c1,i,i
CSc1ncc(C(=O)Nc2cccc(Cl)c2)c(C)n1,i,i
CC(C)(C)c1ccc(OCCC(=O)NC2=NCCS2)cc1,i,i
CCCCOc1ccc(/C=C/C(=O)OCC(=O)NC(=O)NCC(C)C)cc1OCC,i,i
COc1ccc(N=CC2=C(O)CC(C)(C)CC2=O)cc1OC,i,i
CCCOC(=O)/C(C(N)=NCc1ccccc1)=C(\O)OCCC,i,i
COc1ccc(CCNC(=O)COc2ccc(-c3ccc(C#N)cc3)cc2)cc1,i,i
CSCC(=O)NC1CCCc2c1cnn2-c1cc(F)cc(F)c1 (centres undefined),i,i
COc1ccccc1N(Cc1ccccc1)S(=O)(=O)c1cccc(C(=O)Nc2ncccc2C)c1,i,i
Cc1nc2cc(NC(=O)c3ccc(Br)s3)ccc2s1,i,i
CSC1=NC(C)N2C(SC)=NC(C)N12 (centres undefined),i,i
CC(C)(C)N=C1NN=C(c2ccc(S(=O)(=O)N3CCCCC3)cc2)CS1,i,i
COc1ccc(N/C=C/C(=O)c2ccc(Oc3ncccn3)cc2)cc1,i,i
CC(=O)Nc1cccc(OCC(=O)/C=C2\N(C)c3ccccc3C2(C)C)c1,i,i
CCCc1cc(=O)[nH]c(SCC(=O)N(CC)c2c(N)n(Cc3ccccc3)c(=O)[nH]c2=O)n1,i,i
COc1ccc(CNC(=O)C2CCN(S(=O)(=O)N3CC(C)CC(C)C3)CC2)cc1 (centres undefined),i,i
Cc1cc(NC(=O)CSCC(=O)Nc2nc3c(C)cccc3s2)no1,i,i
CC(C)NC(=O)N1CC(c2ccccc2)C(c2ccc(Cl)cc2)=N1 (centres undefined),i,i
O=C1CSC(c2ccncc2)N1Cc1ccco1 (centres undefined),i,i
Clc1ccccc1/C=N/Nc1cc(N2CCOCC2)ncn1,i,i
O=c1[nH]cc(S(=O)(=O)N2CCOCC2)c(=O)[nH]1,i,i
